Screens: PubChem, National Center for Advancing Translational Sciences (NCATS)
EPAC1 ag: activates human EPAC1 exchange factor; O95398; EPAC1 agonist qHTS, biochemical assay; response scale: 100% = response to 6.5 mM cAMP; Potency, µM (titrated, usually from 154 µM), without a hit: top-dose activation, hits mostly activators; actives 0.073% (n = 360,000); AID 720707; further: potency means the concentration at half of the fitted maximal effect; nearly all actives have a fitted effect of over 60% in size
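Normalized to 6.5 mM cAMP, activity reflects EPAC1-catalysed release of BODIPY-GDP from Rap1B, followed kinetically over 30 min at 480 nm excitation, 540 nm emission. Reaction contained 100 nM EPAC1, 250 nM Rap1B-BODIPY-GDP, 50 uM GDP.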
PI5P4K alpha inh: blocks human PI5P4K alpha kinase activity; P48426; PI5P4Kalpha enzyme, ADP-Glo luminescence, 60 min; stronger effect = lower value; max response, %; AID 652105; actives 1.2% (n = 330,000); active means max response of -50% or lower; inconclusive means between -30% and -50%; inactive means -30% or higher; further: value at the top dose of about 77 µM; on the % scale 0 is the no-effect control and ±100 the full control effect
Target sequence (P48426 whole entry, looked up): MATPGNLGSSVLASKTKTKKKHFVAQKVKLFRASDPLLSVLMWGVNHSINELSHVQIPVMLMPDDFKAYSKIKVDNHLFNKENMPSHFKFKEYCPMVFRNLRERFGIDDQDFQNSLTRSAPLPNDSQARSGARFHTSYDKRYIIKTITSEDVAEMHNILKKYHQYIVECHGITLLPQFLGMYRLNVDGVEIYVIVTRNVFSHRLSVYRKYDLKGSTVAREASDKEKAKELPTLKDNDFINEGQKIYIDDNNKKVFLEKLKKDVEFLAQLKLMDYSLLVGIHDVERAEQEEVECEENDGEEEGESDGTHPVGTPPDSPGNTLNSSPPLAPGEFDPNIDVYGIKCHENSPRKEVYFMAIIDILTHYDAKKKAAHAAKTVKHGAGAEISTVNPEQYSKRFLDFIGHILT
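Luminescence from ADP-Glo served as readout of PI5P4Kalpha activity in a qHTS format. Reaction: enzyme, substrate, compound, ATP at 5 microM final, 60 min at RT.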
WRN helicase inh: inhibitors of human WRN helicase; Potency, µM (titrated, usually from 114 µM), without a hit: top-dose activity change, negative = inhibition, hits mostly inhibitors; actives 0.46% (n = 360,000); Q14191; WRN helicase unwinding, fluorescent forked duplex, kinetic; further: potency means the concentration at half of the fitted maximal effect; on the % scale 0 is the no-effect control and ±100 the full control effect; nearly all actives have a fitted effect of over 55% in size
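Kinetic fluorescence helicase assay: unwinding of a quenched forked DNA duplex (100 nM final) with 2 mM ATP final raises red fluorescence (525/598 nm). Compounds sat 15 min at room temperature with 20 nM WRN beforehand.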
Abeta rescue: compounds reversing amyloid beta toxicity in yeast | yeast expressing A-beta42, growth rescue, OD600, 48 h; response scale: 0% DMSO, 100% iron-clioquinol control | actives 0.063% (n = 410,000) | Potency, µM (highest dose often 46.1 µM), for the others: at the highest dose growth rescue, most hits filed as activators; further: potency means the concentration at half of the fitted maximal effect; nearly all actives have a fitted effect of over 55% in size
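Growth rescue measured by 600 nm absorbance after 48 h yeast culture at 30 C with compound. Values normalized between DMSO and an equimolar ferric chloride plus clioquinol control.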
EPAC1 antagonist: antagonists of human EPAC1. O95398. EPAC1 GEF assay, Rap1b-BODIPY-GDP exchange fluorescence. Potency, µM (series often up to 115 µM), for the others: at the top dose activity change, negative = inhibition, hits mostly inhibitors. actives 0.14% (n = 360,000). AID 720709;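 further: potency means the concentration at half of the fitted maximal effect; plate controls were vehicle for no effect and positive control for full effect; nearly all actives have a fitted effect of over 50% in size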
IL2 activator: activators of IL-2 | activation, % (series mostly up to about 46 µM) | actives 0.065% (n = 360,000) | IL-2 activation reporter assay, cell-based qHTS; stimulated with anti-CD3/CD4/CD28 beads; in transgenic mouse T cells; in the data active means activation above about 50%; inconclusive means mostly about 30% to 49%; further: 0% is about no effect
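Unstimulated transgenic mouse T cells; 60-min compound exposure; bead-based TCR/CD4/CD28 stimulation; 18 h culture, 37 degrees C; dual fluorescence (EGFP, DsRed) plate cytometry.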
FUS suppressor: suppressors of FUS proteinopathy in yeast; S. cerevisiae FUS-expressing, growth rescue, OD600, 24 h; actives 0.24% (n = 390,000); Potency, µM (top dose mostly 76.6 µM), for the others: at the highest dose growth rescue (activation), most hits filed as activators; AID 1347120;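 further: potency means the concentration at half of the fitted maximal effect; plate controls were DMSO vehicle for no effect and reference control for full effect; nearly all actives have a fitted effect of over 55% in size; some results filed as inactive show a strong effect at the top dose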
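Yeast expressing FUS under galactose induction, OD 0.005 in 2% galactose medium; compounds in a dilution series, 24 h at 30C. Growth rescue by absorbance at 600 nm; CP55940 positive control, DMSO negative.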
PLK1 PBD block: PLK1 (human) polo-box domain binding inhibition | P53350 | Plk1 PBD binding of FITC phosphopeptide, fluorescence polarization | Potency, µM, for inactives: max response, negative = inhibition, hits mostly inhibitors | actives 2.8% (n = 360,000); further: potency means the concentration at half of the fitted maximal effect; series mostly up to about 57 µM; on the % scale 0 is the no-effect control and ±100 the full control effect; nearly all actives have a fitted effect of over 65% in size
Target sequence (P53350 whole entry, looked up, the tested form may be a part): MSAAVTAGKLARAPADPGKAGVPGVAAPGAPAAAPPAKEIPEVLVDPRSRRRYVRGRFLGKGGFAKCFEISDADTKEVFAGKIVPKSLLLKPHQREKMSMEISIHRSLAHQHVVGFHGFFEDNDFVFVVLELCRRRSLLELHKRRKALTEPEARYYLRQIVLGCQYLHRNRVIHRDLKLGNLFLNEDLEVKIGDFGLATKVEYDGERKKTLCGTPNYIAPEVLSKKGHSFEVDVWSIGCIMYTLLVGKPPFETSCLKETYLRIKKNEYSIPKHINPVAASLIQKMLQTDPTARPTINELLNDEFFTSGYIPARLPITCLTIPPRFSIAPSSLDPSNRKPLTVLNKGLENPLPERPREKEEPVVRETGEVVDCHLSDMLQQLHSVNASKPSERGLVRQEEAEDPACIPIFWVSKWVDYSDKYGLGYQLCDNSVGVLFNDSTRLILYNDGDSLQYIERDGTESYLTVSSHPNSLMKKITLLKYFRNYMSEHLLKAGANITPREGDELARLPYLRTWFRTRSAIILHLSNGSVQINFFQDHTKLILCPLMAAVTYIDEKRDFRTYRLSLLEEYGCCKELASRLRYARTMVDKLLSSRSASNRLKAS
aSyn yeast inh: rescues yeast growth from alpha-synuclein toxicity | actives 0.14% (n = 370,000) | Potency, µM (doses to about 46.1 µM), for the others: at the top dose growth rescue (activation), most hits filed as activators | Yeast expressing alpha-synuclein, growth rescue, BacTiter-Glo, 24 h; further: potency means the concentration at half of the fitted maximal effect; % of control where 0% means no effect; nearly all actives have a fitted effect of over 65% in size
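Screening used galactose-induced yeast with toxic alpha-synuclein levels, exposed to compound for 24 hr at 30 deg C. Cell growth, read with BacTiter-Glo luminescence, gave the measured signal.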
* = called active by the depositor; u = inconclusive; x = no result given; & = joins results of further samples; [ ] = dose if it differs, or a comment. Unless noted, the call rests on the fitted dose curve; in most records, active means well fitted curve in the direction sought with a large enough effect; inconclusive means small, poorly fitted or top-dose-only effect, or another doubt; inactive means no such curve, though single readings can be large; an effect the other way counts as inactive or inconclusive.

SMILES	PI5P4K alpha inh	FUS suppressor	aSyn yeast inh	EPAC1 ag	PLK1 PBD block	WRN helicase inh	IL2 activator	Abeta rescue	EPAC1 antagonist
CC(C)c1cc(NC(=O)CSc2nnc(-c3ccccc3F)n2C)on1	x	27%	-11%	4%	-5%	-7%	-1.8	-9%	13%
CCCCN1CCCCC1(C)C(=O)NCc1ccc2c(c1)OCO2 (configuration not stated)	2	-2%	-4%	4%	-3%	-1%	-0.3	-21%	4%
Cc1cc(C)nc(SCNC(=O)c2ccc(Cl)cc2)n1	6	2%	2%	15%	-9%	-2%	-3.4	8%	-15%
CCCCc1c(-c2cccc(OC)c2)ncn1CCc1ccccc1OC	11	16%	u	3%	-6%	-7%	-0.9	15%	-9%
COc1ccc(/C=C(/NC(=O)c2ccccc2)C(=O)NCCN2CCOCC2)cc1OC	4	x	0%	15%	-3%	-32%	0.2	-8%	-6%
S=C(NCc1cccnc1)Nc1ccc(Cl)cc1	-1	-12%	-5%	-2%	-10%	9%	1.4	-6%	10%
COc1ccc(OCCCC(=O)N2CCCc3ccccc32)cc1	-7	14%	10%	2%	-5%	-7%	-0.3	13%	4%
COc1ccccc1NC(=O)Nc1cccnc1	5	1%	-22%	-5%	-5%	-6%	-0.9	-21%	-9%
COc1ccc(NC(=O)CSC2=C(C#N)C(c3ccco3)C3=C(CCCC3=O)N2)c(OC)c1 (configuration not stated)	-4	u	-7%	-6%	-4%	18%	-1.9	18%	0%
CCOCCCNC(=O)c1cn(CC(C)C)c(=O)c2cc(OC)c(OC)cc12	1	7%	-5%	4%	-5%	2%	-2.9	-16%	1%
CC(C)(C(=O)c1ccccc1)/[N+]([O-])=C/c1ccccc1	x	2%	7%	-2%	3%	0%	-1.8	30%	2%
Cc1ccc(C(OCC(O)CN2CCCCC2CO)c2ccccc2)cc1 (configuration not stated)	-5	-37%	3%	-11%	0%	6%	0.4	6%	9%
COc1cccc(CNCc2ccc3c(c2)OCO3)c1	7	-1%	-2%	-2%	-14%	-7%	2.9	8%	-19%
COC(=O)[C@]12CCCCC=C1N(Cc1ccc(Cl)cc1Cl)C(=O)[C@H](CC(=O)N1CCN(C(=O)c3ccco3)CC1)C2	3	u	u	10%	-12%	-3%	2.2	3%	-16%
Cc1ccccc1SC1CCN(C(=O)C2CCC(=O)N(C3CC3)C2)CC1 (configuration not stated)	0	17%	6%	4%	-4%	4%	-0.3	10%	2%
COc1ccc(-n2nc3cc(N)c(Br)cc3n2)cc1	6	15%	-6%	4%	-14%	-23%	0.6	-6%	-5%
CC1CCCN(C(c2ccccc2)c2sc3ncnn3c2O)C1 (configuration not stated)	-3	-15%	0%	-1%	-16%	4%	0.8	-8%	2%
CC(=O)N/N=C(\C)C1COc2ccccc2O1 (configuration not stated)	-1	14%	1%	11%	6%	-3%	-1.9	-8%	-18%
COc1ccc(OCc2cc(C(=O)NCc3cccc(C)n3)no2)c(Cl)c1	-7	x	-1%	14%	-5%	-27%	-2.3	0%	-20%
Nc1nc2ncc(-c3ccsc3)c(N)n2n1	-13	0%	-4%	4%	-1%	0%	0.9	-7%	12%
Cc1c(C(=O)N2CCN(Cc3ccccc3)CC2)oc2c1C(=O)CCC2	-4	-21%	-3%	-12%	-6%	0%	-0.1	2%	-25%
S=c1[nH]nc(-c2ccco2)n1C1CCCCC1	-9	x	-7%	6%	-8%	-13%	-0.3	-13%	-2%
COc1ccccc1NC(=O)Cn1nnc(C(=O)Nc2ccccc2)c1N	5	17%	1%	9%	-1%	1%	-2.5	-4%	0%
COc1ccc(-c2nn(-c3ccccc3)cc2/C=N/NC(N)=S)cc1OC	0	u	0%	18%	-3%	-7%	-2.8	-17%	-5%
COc1ccc2nc(NC(=O)CCNS(=O)(=O)c3ccc4c(c3)oc(=O)n4C)sc2c1	-3	x	-2%	-5%	-1%	-5%	-0.2	0%	-22%
O=C(NCc1cccc(Cl)c1)c1ccc(-n2ccnc2)c2ccoc12	-3	0%	19%	-5%	-18%	-6%	-0.3	4%	u
COc1cccc(NC(=O)CSc2nnc(-c3cc(-c4ccccn4)nc4ccccc34)o2)c1	-22	-15%	0%	-3%	0%	-10%	0.4	13%[9.22 µM]	-12%
COc1ccc(C)cc1NC(=O)n1ncc2cc(Cl)ccc21	-2	-21%	10%	4%	4%	8%	4.4	1%	13%
Cc1ccn2cc(CCNC(=O)C3CC=CCC3C(=O)O)nc2c1 (configuration not stated)	-1	21%	-11%	7%	-15%	4%	1.1	-23%	15%
CCCCCCCNC(=O)C1(CC2CC(c3cccc(Br)c3)=NO2)CCN(C(=O)C2(C)CC2)CC1 (configuration not stated)	-10	u	1%	-14%	0%	1%	0.1	-6%	-2%
COc1cccc(NC(=O)CCC(=O)N2CC(C)Oc3ccc(C)cc32)c1 (configuration not stated)	-2	13%	0%	2%	-5%	-6%	-3.2	11%	-20%
Cc1cc(O)c(-c2n[nH]c3c2C(c2cccc(O)c2)N(Cc2cccnc2)C3=O)cc1Cl (configuration not stated)	-20	u	-2%	8%	-8%	-21%	0.6	6%	1%
CCOc1ccccc1C(=O)OC(C)C(=O)Nc1ccc(S(=O)(=O)N2CCCC2)cc1 (configuration not stated)	2	45%	2%	-2%	-1%	-9%	2.1	-10%	-12%
CC12CCC(C(=O)N(NC(=O)c3cccnc3)C1=O)C2(C)C (configuration not stated)	4	x	1%	4%	2%	2%	-1.4	8%	8%
Cc1nc2sccn2c(=O)c1S(=O)(=O)Nc1ccc(N2CCN(S(C)(=O)=O)CC2)cc1	1	8%&21%	-7%	3%	-6%	1%	-0.1	-11%&-11%	-4%
COc1cccc(C(=O)NCC(c2ccc3c(c2)OCO3)N2CCN(c3ccc(F)cc3)CC2)c1 (configuration not stated)	10	7%	2%	6%	3%	-13%	1.4	18%	1%
CN1CCN(CCCNC(=O)c2cc3c(=O)n(C)c4ccccc4c3s2)CC1	11	-8%	-5%	5%	-5%	18%	-0.9	2%	1%
Cc1sc2ncnc(NCc3ccccc3)c2c1C	-4	-16%	-11%	-7%	-1%	8%	0.1	8%	-10%
COc1ccc(C(=O)N[C@H](C(=O)NCc2cccs2)C(C)C)cc1	-2	-27%	-1%	14%	0%	-4%	0.5	13%	-6%
O=S(=O)(c1cccc(F)c1)N1CCN(c2ncnc3scc(-c4ccc(F)cc4)c23)CC1	-1	u	9%	1%	-4%	-10%	0.6	1%	-14%
CN(CC(=O)Nc1cccc(F)c1)C(=O)C1CCN(C(=O)c2ccc(Cl)cc2)CC1	9	9%	4%	14%	-2%	-6%	1.0	0%	6%
C=CCOC(=O)C1=C(C)NC(=S)C(C#N)(CC=C)C1c1ccccc1Cl (configuration not stated)	3	19%	12%	-1%	1%	-6%	0.8	21%	-7%
COc1ccc(NC(=S)Nc2cc(C)[nH]n2)cc1Cl	-29	29%	-14%	2%	17µM*	-26%	0.0	-11%	-4%
COc1ccc(C)cc1NC(=O)CN1CCN(S(=O)(=O)c2ccc(C(C)C)cc2)CC1	9	-13%	0%	-2%	0%	-5%	2.8	-3%	0%
COc1ccc(C(=O)/C=C/Nc2ccc(S(=O)(=O)Nc3cccc(C(C)=O)c3)cc2)cc1	7	13%	-1%	7%	1%	-24%[57.1 µM]	-2.3	12%	-27%
Clc1ccc2[nH]cc(-c3nnnn3-c3ccc4ccccc4c3)c2c1	-6	u	0%	5%	0%	-6%	-3.7	6%	-15%
CCc1ccc(NC2Nc3cc(C)nn3S2)cc1 (configuration not stated)	-5	5%	-11%	-11%	-2%	-25%[57.1 µM]	-0.7	17%	7%
COc1cc(OC)c(S(=O)(=O)N2CCN(C(=O)c3ccco3)CC2)cc1NC(C)=O	-8	13%	6%	-2%	-6%	-24%	2.1	4%	-3%
O=C(NCc1ccccn1)[C@@H]1CCCN1C(=O)[C@@H]1CCCN1C(=O)c1ccc(Cl)cc1	-1	-19%	2%	3%	-3%	6%	0.9	-2%	0%
Cc1c(Cl)cccc1NC(=O)CSc1ncnc2c1cnn2CCO	2	7%	0%	10%	-27%	-5%	-0.7	13%	-4%

Retrieved by compound from the entries so far (3):
SMILES	PI5P4K alpha inh	FUS suppressor	aSyn yeast inh	EPAC1 ag	PLK1 PBD block	WRN helicase inh	IL2 activator	Abeta rescue	EPAC1 antagonist
Cc1cc(O)c(-c2n[nH]c3c2C(c2cccc(O)c2)N(Cc2cccnc2)C3=O)cc1Cl (configuration not stated)	-20	u	-2%	8%	-8%	-21%	0.6	6%	1%
Cc1nc2sccn2c(=O)c1S(=O)(=O)Nc1ccc(N2CCN(S(C)(=O)=O)CC2)cc1	1	8%&21%	-7%	3%	-6%	1%	-0.1	-11%&-11%	-4%
O=C(NCc1ccccn1)[C@@H]1CCCN1C(=O)[C@@H]1CCCN1C(=O)c1ccc(Cl)cc1	-1	-19%	2%	3%	-3%	6%	0.9	-2%	0%

(more compounds)
SMILES	PI5P4K alpha inh	FUS suppressor	aSyn yeast inh	EPAC1 ag	PLK1 PBD block	WRN helicase inh	IL2 activator	Abeta rescue	EPAC1 antagonist
CCOCc1nnc(NC(=O)C2CCN(C(=O)c3ccco3)CC2)s1	-8	19%	1%	3%	-12%	4%	1.1	-4%	21%
CN1C(=O)C(O)(C2CCCCCC2=O)c2ccccc21 (configuration not stated)	8	-19%	-2%	9%	-9%	-6%	0.2	-13%	-22%
Cc1cc(-n2cccn2)ccc1CN1CCN(C2CCCC2)C(CCO)C1 (configuration not stated)	-2	-2%	-1%	8%	1%	1%[57.1 µM]	3.0	-4%	-27%
CCOCCc1nnc(NC(=O)COC)s1	x	-5%	0%	3%	-10%	-7%	4.8	10%	3%

Entries listed so far printed as active in PLK1 PBD block.
mol	PI5P4K alpha inh	FUS suppressor	PLK1 PBD block	WRN helicase inh	IL2 activator	EPAC1 antagonist
COc1ccc(NC(=S)Nc2cc(C)[nH]n2)cc1Cl	-29	29%	17µM*	-26%	0.0	-4%
